Source: PubChem
CHO parental Ca: counter-screen: ATP calcium response change in parental CHO cells | parental CHO-K1, ATP-induced calcium, Fluo-8 fluorescence | inhibition, % at 5.6 µM | 330,000 compounds, 0.63% hits | AID 463079;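 active = inhibition above that plate's mean sample inhibition plus 3 SD, cut at about 26% in these data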;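 also: 0% = ATP-challenged DMSO wells and 100% = DMSO wells without ATP; some compounds past the cut are filed as inactive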
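material = parental CHO cells | also added = ATP as calcium-mobilizing challenge | dosing = single point at 5.6 µM | detection = intracellular calcium via Fluo-8 no-wash fluorescent dye | read-out = % inhibition | benchmarks = low control ATP plus DMSO, high control DMSO only | repeats = one well per compound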
V1R ag counter: counter-screen for oxytocin receptor agonists: human V1a receptor agonists; P37288; CHO-V1R cells, Fluo-8 calcium fluorescence, agonist mode; 0% DMSO, 100% 3 nM vasopressin; activation, % at 3 µM; 320,000 compounds, 0.25% hits;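 active = activation above the mean activation of all tested compounds plus 3 SD, per screening run, cut at about 20% in these data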;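 also: signal is peak over basal fluorescence ratio across a 100 second FLIPR read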
Target sequence (P37288 whole entry, looked up): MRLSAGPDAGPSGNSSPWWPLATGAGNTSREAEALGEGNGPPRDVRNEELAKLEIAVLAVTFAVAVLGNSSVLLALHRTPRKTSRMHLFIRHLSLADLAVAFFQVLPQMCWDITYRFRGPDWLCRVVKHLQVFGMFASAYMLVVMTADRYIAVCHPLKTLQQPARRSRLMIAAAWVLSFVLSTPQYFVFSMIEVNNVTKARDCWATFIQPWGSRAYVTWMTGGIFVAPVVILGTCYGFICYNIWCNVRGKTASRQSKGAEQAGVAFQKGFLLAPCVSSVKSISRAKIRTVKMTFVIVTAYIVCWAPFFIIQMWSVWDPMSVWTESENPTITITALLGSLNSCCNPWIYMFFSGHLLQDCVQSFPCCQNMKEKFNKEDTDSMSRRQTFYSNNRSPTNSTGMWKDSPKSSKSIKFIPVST
OXTR potentiator: potentiators of human oxytocin receptor. P30559. CHO-OTR cells, Fluo-8 calcium fluorescence, potentiator mode; 0% = oxytocin EC15, 100% = EC100. activation, % at 3 µM. 320,000 compounds, 0.061% hits. AID 2445;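 active = activation above that plate's cutoff, the mean activation of tested compounds plus 3 SD, cut at about 6.6% in these data, passing the limit was not always enough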;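 also: 100% uses oxytocin at 75 nM as the full agonist control; some results filed as inactive read as strong as hits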
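Assay system: CHO cell line stably expressing human OTR. Reagent: EC15 oxytocin agonist. Dosing: single dose, 3.0 µM nominal final compound concentration. Timing: compound 6 min at room temperature before oxytocin, 100 s read. Signal: kinetic Fluo-8 calcium fluorescence. Controls: oxytocin EC15 low and EC100 high.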
OXTR agonist: human OXTR agonism; CHO-OTR cells, Fluo-8 calcium fluorescence; normalized: DMSO 0%, oxytocin 100%; activation, % at 3 µM; 320,000 compounds, 0.32% hits; AID 2435;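 active = activation above the mean of all tested compounds plus 3 SD, cutoff set per screening run, cut at about 20% in these data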;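 also: peak over basal fluorescence ratio from a 100 s FLIPR kinetic read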
M1 antag: antagonists of human M1 muscarinic receptor | P11229 | CHO-K1 hM1, Fluo-8 calcium fluorescence, ACh EC80 antagonist | inhibition, % at 3 µM | 360,000 compounds, 1.3% hits | AID 588852;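 active = percent inhibition above its own plate's cutoff, namely the mean of that plate's compound wells plus 3 SD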;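 also: peak over basal fluorescence ratio during 140 s after agonist addition; 0% = ACh EC80 plus DMSO and 100% = DMSO alone without agonist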
TAAR1 antagonist: antagonists of human TAAR1; CHO RD-HGA16 TAAR1, Fluo-8 calcium fluorescence, antagonist; inhibition, % at 3 µM; 360,000 compounds, 1.5% hits; AID 624466;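 active = inhibition above a per-plate cutoff, the mean inhibition of test compounds on that plate plus 3 SD, cut at about 49% in these data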;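 also: 0% = DMSO plus EC80 beta-PEA response and 100% = DMSO alone without agonist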
Target sequence (Q96RJ0 whole entry, looked up): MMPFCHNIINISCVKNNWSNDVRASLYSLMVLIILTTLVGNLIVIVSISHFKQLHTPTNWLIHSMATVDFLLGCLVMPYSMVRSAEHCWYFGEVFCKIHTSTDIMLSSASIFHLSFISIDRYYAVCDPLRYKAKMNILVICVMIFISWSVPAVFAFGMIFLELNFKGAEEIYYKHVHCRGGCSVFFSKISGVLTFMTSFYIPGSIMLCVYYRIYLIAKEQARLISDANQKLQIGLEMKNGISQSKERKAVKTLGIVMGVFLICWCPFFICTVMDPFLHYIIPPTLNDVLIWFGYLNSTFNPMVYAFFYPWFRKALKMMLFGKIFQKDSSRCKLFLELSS
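System: CHO RD-HGA16 cells bearing hTAAR1. Reagent: EC80 β-phenethylamine stimulus. Schedule: seeding 17-24 h prior, 75-min 37 °C, 30-min RT dye loading. Signal: Fluo-8 intracellular calcium dye fluorescence, real-time kinetic reads. Read-out: % inhibition from peak post-agonist over basal fluorescence ratio. Benchmarks: vehicle wells and EC80 agonist wells. Replicates: n of 1.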
TAAR1 ag: human TAAR1 agonism | CHO RD-HGA16 TAAR1, Fluo-8 calcium fluorescence; vehicle wells 0%, saturating PEA agonist 100% | activation, % at 3 µM | 360,000 compounds, 0.99% hits | AID 624467;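 active = activation above the mean activation of all test compounds in the run plus 3 SD, cut at about 38% in these data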
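Benchmarks: low control DMSO, high control PEA (EC100); System: CHO RD-HGA16 cells carrying human TAAR1 plus Gα16; Detection: Fluo-8 fluorescence, 5 s baseline then 140 s kinetic read; Schedule: 17-24 h plating, Fluo-8 75 min 37 °C, 30 min RT; Read-out basis: % activation from peak over basal fluorescence ratio, DMSO-to-PEA scaled.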
M1 ag: human M1 muscarinic receptor agonism. P11229. CHO-K1 hM1, Fluo-8 calcium fluorescence, agonist mode; 0% DMSO, 100% acetylcholine EC100. activation, % at 3 µM. 360,000 compounds, 0.33% hits. AID 588814;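 active = activation above the run's mean compound activation plus 3 SD, cut at about 16% in these data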;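 also: peak over basal fluorescence ratio within a 140 s kinetic read after compound addition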
CHRM1 PAM: positive allosteric modulators of human M1 muscarinic receptor | P11229 | CHO-K1 hM1, Fluo-8 calcium fluorescence, ACh EC20; 0% = ACh EC20, 100% = maximal ACh | activation, % at 3 µM | 360,000 compounds, 0.088% hits | AID 588819; in the data active = activation above about 19%, passing the limit was not always enough
* = called active by the depositor; nt = not tested or not shown.

SMILES	CHO parental Ca	V1R ag counter	OXTR potentiator	OXTR agonist	M1 antag	TAAR1 antagonist	TAAR1 ag	M1 ag	CHRM1 PAM
COc1ccc(C2=NN(c3nc4ccccc4s3)C(=O)/C2=C\N(C)C)cc1	-8.6	-0.1	-3.9	-1.2	11.0	1.0	4.2	-4.2	-0.8
COc1ccc(Cl)cc1NC(=O)C(C)OC(=O)c1ccc(NS(=O)(=O)c2ccc3[nH]c(=O)[nH]c3c2)cc1 (stereo not drawn)	3.5	0.3	-1.6	-1.0	7.5	1.0	1.4	-6.0	0.9
COc1cc(C(=O)Nc2ccc(Oc3ncnc4sc(-c5ccccc5)cc34)cc2)cc(OC)c1OC	-16.9	0.8	-3.1	0.6	10.3	1.4	0.1	-4.6	-3.1
Cn1c(=O)n(C)c2cc([N+](=O)[O-])c(N3CCN(S(=O)(=O)c4ccc5ccccc5c4)CC3)cc21	-6.8	-0.8	-5.4	0.6	-3.9	-11.0	4.2	-0.3	5.4
O=C(Nc1cccc(S(=O)(=O)N2CCOCC2)c1)c1cc2c(s1)CCC2	-28.1	1.5	-10.0	-2.1	1.4	8.7	7.4	-6.8	-15.0
COC(=O)c1ccccc1NC(=O)c1cc(-c2ccc(O)cc2)on1	1.3	3.1	-3.6	-0.4	-11.1	3.8	0.3	-2.3	3.7
COc1cccc(C(=O)NNS(=O)(=O)c2ccc(F)cc2)c1	-0.8	-1.1	0.6	2.3	-9.2	3.1	1.2	-7.7	6.7
COc1cccc(CN2CCNC(=O)C2CC(=O)NC2CCCCCCC2)c1 (stereo not drawn)	-23.1	0.9	-13.0	2.2	0.6	-17.6	5.1	-6.0	-2.0
Cc1ccc(C(=O)NCC(=O)O)o1	-0.4	0.9	1.4	1.1	-7.7	-11.8	1.6	-3.2	8.0
CCCCNS(=O)(=O)c1ccc2nc(SCC(=O)N3CC(C)OC(C)C3)[nH]c2c1 (stereo not drawn)	-15.9	-0.7	-8.5	-0.4	-6.8	-10.1	29.2	-1.5	5.0
CN(C(=O)c1ccncc1)c1nnc(-c2cccnc2)s1	-10.2	1.9	-1.2	0.0	-3.2	9.8	3.6	-1.9	4.6
CN(Cc1nc2ccccc2n1C)C(=O)c1ccco1	3.0	-0.7	-0.7	0.0	1.4	-3.0	0.3	-3.2	4.7
CC1CCN(C(=O)CN(c2ccc3c(c2)OCCO3)S(=O)(=O)c2ccccc2)CC1	-18.7	2.6	-10.1	0.7	-6.7	19.0	-0.6	-5.5	0.9
COc1ccc(CONS(=O)(=O)c2ccc(NC(C)=O)cc2)cc1Cl	2.9	7.3	-6.8	9.4	-3.4	10.4	13.2	2.6	-4.1
CCCNC(=O)c1cccc(S(=O)(=O)N2CC3(C)CC2CC(C)(C)C3)c1 (stereo not drawn)	-16.9	-1.3	-16.6	0.2	-15.3	-10.1	0.2	-2.8	17.3
O=C(CCN1C(=O)c2ccccc2C1=O)Nc1cccc(F)c1	-10.4	1.0	2.5	0.0	-22.2	-17.3	10.9	3.7	2.4
O=C(O)c1ccccc1-c1ccccc1C(=O)Nc1ccc(OC(F)(F)F)cc1	nt	nt	nt	nt	-9.6	-11.1	6.0	1.5	19.5
Cc1cccnc1NC(=O)c1ccc2nc(N)sc2c1	8.9	0.2	-14.0	3.7	-7.5	-6.5	7.8	1.6	8.2
CCN1CCN(Cc2c(O)ccc3c2O/C(=C\C=C\c2ccccc2)C3=O)CC1	-15.1	1.1	-4.1	0.4	-10.9	17.8	22.0	0.5	10.7
CCOc1ccc(/C=N/NC(=O)c2cc3ccccc3cc2OC)cc1	-21.2	7.1	-10.0	3.0	10.9	10.1	0.5	0.0	-8.0
COc1cc2c(cc1OC)CN(CC(=O)Nc1ccc(F)cc1)C(C(=O)O)C2 (stereo not drawn)	-5.5	-0.4	-3.8	1.0	-9.2	-11.3	1.9	-6.8	12.3
O=C(Nc1ccc(S(=O)(=O)N2CCCC2)cc1)c1ccccc1	-6.8	0.9	5.9	-0.3	5.3	-22.4	0.3	-4.2	1.2
Nc1nnn(CC(=O)N/N=C/c2ccccc2)n1	2.2	1.4	2.7	0.3	-17.4	-15.8	43.3*	-1.7	9.9
COc1ccccc1C(=O)NNS(=O)(=O)c1ccc(F)cc1	-4.6	0.6	-10.8	0.5	-19.3	5.5	4.3	-3.4	11.1
O=C(c1cc(-c2ccc3c(c2)OCO3)on1)N1CCN(c2ccc(F)cc2)CC1	-9.9	0.2	-7.8	-0.2	-3.2	1.9	9.8	-1.5	5.0

Pulled one by one from the list above:
SMILES	CHO parental Ca	V1R ag counter	OXTR potentiator	OXTR agonist	M1 antag	TAAR1 antagonist	TAAR1 ag	M1 ag	CHRM1 PAM
O=C(c1cc(-c2ccc3c(c2)OCO3)on1)N1CCN(c2ccc(F)cc2)CC1	-9.9	0.2	-7.8	-0.2	-3.2	1.9	9.8	-1.5	5.0
O=C(CCN1C(=O)c2ccccc2C1=O)Nc1cccc(F)c1	-10.4	1.0	2.5	0.0	-22.2	-17.3	10.9	3.7	2.4

Ordered by value in M1 ag (ascending): some entries from above
smiles | OXTR potentiator | M1 antag | TAAR1 ag | M1 ag | CHRM1 PAM
COc1cccc(C(=O)NNS(=O)(=O)c2ccc(F)cc2)c1 | 0.6 | -9.2 | 1.2 | -7.7 | 6.7
COc1ccc(C2=NN(c3nc4ccccc4s3)C(=O)/C2=C\N(C)C)cc1 | -3.9 | 11.0 | 4.2 | -4.2 | -0.8
Nc1nnn(CC(=O)N/N=C/c2ccccc2)n1 | 2.7 | -17.4 | 43.3* | -1.7 | 9.9
COc1ccc(CONS(=O)(=O)c2ccc(NC(C)=O)cc2)cc1Cl | -6.8 | -3.4 | 13.2 | 2.6 | -4.1

Continuation:
SMILES	CHO parental Ca	V1R ag counter	OXTR potentiator	OXTR agonist	M1 antag	TAAR1 antagonist	TAAR1 ag	M1 ag	CHRM1 PAM
CN(C)c1ncnc2c1ccn2C1OC(CO)C(O)C1O (stereo not drawn)	nt	nt	nt	nt	-1.1	-10.2	2.7	0.8	0.6
Cn1c(SCCOc2ccccc2F)nc2ccccc2c1=O	-6.6	-0.3	-2.7	0.1	34.5	32.4	4.0	-6.9	-19.6
COc1cccc(-c2nc(NC(C)C)c3ccccc3n2)c1O	-24.0	-0.4	-5.6	-1.1	2.4	36.9	8.9	-4.5	-2.1
Cc1cccc2sc(NC(=O)CN(C)S(=O)(=O)c3cccs3)nc12	-3.9	7.3	-17.8	9.2	13.1	31.9	12.4	0.5	-10.2
CCn1nc(C)cc1C(=O)N1CCCC(C(=O)c2ccc(Oc3ccccc3)cc2)C1 (stereo not drawn)	-13.2	4.1	-4.6	-0.2	-5.7	1.3	-1.8	-3.2	1.4
COc1cccc(C(=O)Nc2ccc(NC(=O)c3cc4ccccc4o3)c(OC)c2)c1	-19.7	2.6	-3.1	0.0	0.5	14.6	5.0	-1.2	0.9
Cn1c(=O)c2cc(S(=O)(=O)NCCC(=O)NCC3CCCO3)ccc2n(C)c1=O (stereo not drawn)	-5.4	0.7	-4.2	-0.3	-10.9	4.5	12.6	-4.4	8.1
COC(=O)[C@@]12CCCCN1[C@H](c1ccc(SC3CCCCC3)cc1)[C@H]1C(=O)N(C)C(=O)[C@H]12	-24.4	1.0	-3.3	0.0	-2.5	-5.2	0.8	-2.0	8.6
CC(C)(C)NC(=O)C(c1ccc(-c2ccccc2)cc1)N(C[C@H]1CC[C@@H]([C@@H]2CC[C@H](CO)O2)O1)C(=O)c1ccc(-c2ccccc2)cc1 (stereo partly drawn)	-11.1	nt	nt	nt	-12.0	nt	nt	-7.0	3.5
CCN(CC)S(=O)(=O)c1ccc(Cl)nc1	-1.6	0.3	-4.0	-0.1	-3.7	-18.5	0.7	-4.3	5.1
CC(=O)N1N=C(c2ccc3ccccc3c2)OC1(C)C	18.1	2.9	-13.9	0.6	-7.2	8.2	14.4	-5.4	8.8
O=C1N/C(=N/Nc2ccccc2)S/C1=C\c1ccccc1	-11.1	0.1	-0.7	0.7	-3.0	-3.9	4.3	-1.4	3.3
Cc1oc2cc3oc(=O)c(CCC(=O)NCCCC(=O)O)c(C)c3cc2c1C	4.9	0.4	-5.1	-0.1	-4.4	-6.5	5.3	-4.9	5.1
N=c1nc(-c2ccccc2)ccn1O	2.2	0.7	2.6	1.4	-15.3	9.7	2.1	-2.1	5.8
CCC1CN(C(=O)N2CCC(C(=O)NCCc3ccc(OC)c(OC)c3)CC2)c2ccccc2O1 (stereo not drawn)	-21.9	3.8	-10.0	3.6	-0.2	34.0	6.9	2.0	-2.7
Cc1ccc(S(=O)(=O)n2cccc2/C=C/[N+](=O)[O-])cc1	nt	nt	nt	nt	7.7	4.9	1.7	-3.4	24.1
O=C(O)C1CC(C(=O)O)SS1 (stereo not drawn)	nt	nt	nt	nt	-6.4	-6.8	0.7	1.5	12.8
CC(=O)Nc1cccc(NC(=O)C(=O)NCC(c2ccco2)N2CCc3ccccc3C2)c1 (stereo not drawn)	-4.5	7.6	-17.3	7.9	9.4	0.7	56.6*	-1.1	-9.1
CCOC(=O)c1[nH]c2c(c1-c1ccccc1)C(=O)CC(c1ccc(OC)c(OC)c1)C2 (stereo not drawn)	-0.5	0.9	-4.2	-1.6	-0.8	-18.9	-0.9	-7.7	-7.9
CC(C)N(C(=O)[C@H]1C[C@H](CC(=O)NCCN2CCOCC2)C(=O)N2CCc3c([nH]c4cc(CCC(=O)N(C)C)ccc34)[C@]12C)C(C)C	-9.0	nt	nt	nt	-10.8	-13.9	1.6	-4.6	7.8
CCOC(=O)N1CCN(C(=O)CC(C)S(=O)(=O)c2cc3c(cc2C)NC(=O)CO3)CC1 (stereo not drawn)	-3.5	0.3	0.7	0.5	0.0	-6.0	-0.7	-3.1	3.6
CCN(CC)C(=O)C1CCCN(C(=O)CCn2nnnc2CN2CCOCC2)C1 (stereo not drawn)	-3.4	0.8	3.5	0.3	-13.6	-15.3	6.3	-3.2	9.3
Nc1nc(SCCOc2ccccc2)n[nH]1	4.4	0.8	1.2	0.1	-8.8	10.6	-0.8	-2.4	9.3
CCCc1cc(=O)oc2c(C)c3occ(C)c3cc12	-30.6	-1.6	2.3	-1.5	-1.3	-4.7	3.3	-6.3	3.8
O=S(=O)(NCc1csc(-c2cccnc2)n1)c1ccc(Br)cc1	-20.3	5.4	-6.5	4.8	-5.9	-27.8	1.4	0.6	-0.3
Cc1nc(NC(=O)C2CC2)sc1C	-6.7	-0.1	2.7	-0.6	-1.0	0.3	1.4	-8.8	3.3
CC(C)NS(=O)(=O)c1ccc(CCC(=O)NCc2ccccn2)cc1	-3.9	1.0	1.5	1.3	-3.5	-42.5	4.8	-8.4	-0.1
